697 NFkB inh: lowers PMA/ionomycin-induced NF-kB signal in 697 B cells | 697 B-cell NF-kB luciferase reporter, 16 h | AID 435022 | inhibition, % at 4 µM | 0.33% of 330,000 active; in the data active means inhibition above about 35%
XBP1 UPR activ: activators of adaptive arm of unfolded protein response (XBP1) | CHO-XBP1 luciferase reporter, IRE1-XBP1 UPR activation, luminescence; percent of tunicamycin response, DMSO as zero | activation, % at 20 µM | 0.33% of 330,000 active | AID 463104;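 active means versus positive control, 20 µM dose yields 30% or more activation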;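 further: 100% = tunicamycin at 10 µg/mL and 0% = DMSO only wells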
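Assay system: IRE1-XBP1 luciferase reporter CHO line. Input: 1000 cells/well. Buffer or medium: F12 with 10% serum. Doses: 20 µM, 1% DMSO. Times: overnight seeding at 37 °C, 6 h compound treatment at 37 °C. Technique: Steady-Glo luciferase glow luminescence, 10 min after reagent addition.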
UPR CHOP act: apoptotic UPR (CHOP) activation; activation, % at 10 µM; AID 449763; CHO-CHOP luciferase reporter, luminescence; percent of tunicamycin response over DMSO baseline; 0.34% of 330,000 active;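 active means at 10 µM dose, activation of 40% or more, normalized to positive control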;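 further: 100% = tunicamycin at 10 µg/mL and 0% = DMSO alone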
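Evaluation: % reporter activation, DMSO baseline versus tunicamycin full activation; System: CHO-CHOP luciferase reporter cell line; Input: 500 cells/well; Incubation: 6 h compound treatment, 37 °C; Measured by: Steady-Glo luciferase luminescence; Dosing: one dose, 10 µM in 0.5% DMSO; Buffer or medium: F12 medium, 10% FBS; Benchmarks: positive tunicamycin 10 µg/mL, negative DMSO alone.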
Mdm2 MdmX PPI: inhibitors of human Mdm2/MdmX interaction; O15151+Q00987; SaOS-2 split-luciferase Mdm2/MdmX complementation, luminescence; inhibition, % at 8 µM; 3% of 330,000 active; AID 485346;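 active means inhibition of at least 50% at 8 µM in the primary screen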
Target sequence (O15151 whole entry, looked up): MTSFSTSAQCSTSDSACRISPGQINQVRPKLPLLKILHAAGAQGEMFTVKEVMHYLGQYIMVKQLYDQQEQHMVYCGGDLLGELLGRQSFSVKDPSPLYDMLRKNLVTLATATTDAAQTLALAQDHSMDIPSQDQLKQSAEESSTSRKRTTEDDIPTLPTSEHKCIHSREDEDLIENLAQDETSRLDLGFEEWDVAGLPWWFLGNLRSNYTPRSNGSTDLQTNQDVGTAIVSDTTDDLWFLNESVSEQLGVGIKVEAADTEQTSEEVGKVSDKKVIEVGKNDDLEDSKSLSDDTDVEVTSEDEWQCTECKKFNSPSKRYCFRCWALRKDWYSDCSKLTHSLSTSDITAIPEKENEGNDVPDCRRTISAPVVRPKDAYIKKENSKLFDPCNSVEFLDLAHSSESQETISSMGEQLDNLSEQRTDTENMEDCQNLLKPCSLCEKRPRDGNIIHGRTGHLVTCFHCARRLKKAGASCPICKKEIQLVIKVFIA
Target sequence (Q00987 whole entry, looked up): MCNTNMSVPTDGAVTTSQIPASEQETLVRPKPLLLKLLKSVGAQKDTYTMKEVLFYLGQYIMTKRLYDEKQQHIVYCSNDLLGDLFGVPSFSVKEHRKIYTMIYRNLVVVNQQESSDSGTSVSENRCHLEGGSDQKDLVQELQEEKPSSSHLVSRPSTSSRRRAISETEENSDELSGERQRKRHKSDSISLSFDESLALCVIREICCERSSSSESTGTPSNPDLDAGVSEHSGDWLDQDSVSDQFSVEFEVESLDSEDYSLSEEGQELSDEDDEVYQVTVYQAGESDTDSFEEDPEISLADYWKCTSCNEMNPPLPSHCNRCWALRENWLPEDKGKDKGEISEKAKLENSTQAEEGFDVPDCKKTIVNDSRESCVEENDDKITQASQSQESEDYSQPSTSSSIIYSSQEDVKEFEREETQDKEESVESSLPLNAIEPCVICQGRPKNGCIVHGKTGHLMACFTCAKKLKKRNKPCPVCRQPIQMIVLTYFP
TIM10 inh: TIM10 yeast growth inhibition | S. cerevisiae TIM10 strain growth, BacTiter-Glo luminescence, 24 h | inhibition, % at 10 µM | 1.4% of 330,000 active;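 active means inhibition of 40% or more at the single tested concentration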;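 further: wild-type TIM10 isogenic control strain grown at permissive 25 °C; 0% = DMSO yeast wells and 100% = minimal medium wells without yeast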
tim23-1 inh: inhibits growth of tim23-1 mutant yeast; inhibition, % at 20 µM; S. cerevisiae tim23-1 growth, BacTiter-Glo luminescence, 24 h; 1.3% of 330,000 active; AID 463212;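 active means growth inhibition of the mutant yeast at or above 50%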;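 further: temperature-sensitive mutant grown at 25 °C; plate controls were DMSO-treated mutant yeast for no effect and medium wells lacking yeast for full effect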
tim10-1 inh: inhibits growth of tim10-1 mutant yeast; S. cerevisiae tim10-1 ts strain growth, BacTiter-Glo, 24 h; inhibition, % at 20 µM; 2.2% of 330,000 active;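 active means inhibition of at least 40%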;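 further: mutant grown at 25 °C; 0% = DMSO wells with yeast and 100% = wells holding no yeast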
Jurkat NFkB inh: inhibitors of the PMA/ionomycin-induced NF-kB reporter in Jurkat cells | 0.53% of 330,000 active | inhibition, % at 4 µM | PMA/ionomycin-induced NF-kB luciferase reporter, luminescence | AID 435003; in the data active means inhibition above about 50%
An asterisk follows results filed as active. Outcome played no part in choosing rows; overall some 6.6% were active at least once.

Structure,697 NFkB inh,XBP1 UPR activ,UPR CHOP act,Mdm2 MdmX PPI,TIM10 inh,tim23-1 inh,tim10-1 inh,Jurkat NFkB inh
CCOC(=O)C1=C(COC(=O)CC(C)c2ccccc2)NC(=O)NC1C (stereo unspecified),-11.7,0.8,-0.6,8.7,-12.7,6.4,-3.6,-16.6
CCCc1nc(SCC(=O)N2CCN(c3ccccc3)CC2)c2c(=O)n(C)c(=O)n(C)c2n1,-17.5,-1.6,4.3,5.8,-4.1,23.5,11.9,-3.6
CCOC(=O)Cc1c(C)c2c(O)cc(O)cc2oc1=O,7.5,0.4,0.2,1.8,4.7,4.6,4.3,2.8
COc1cc(CN2CCN(CCc3ccccc3)C(CCO)C2)cc(OC)c1 (stereo unspecified),6.7,-4.6,0.2,-19.3,5.6,4.5,5.1,7.5
CCN1CCN(C(=O)c2ccc(OC3CCN(CCc4ccccc4)CC3)cc2)[C@@H](C)C1=O,18.3,-0.2,1.0,-0.4,-1.6,2.9,1.8,9.2
Cc1sc2ncnc(N3CCC(C(=O)Nc4cc(Cl)ccc4Cl)CC3)c2c1C,-5.7,-1.0,0.6,41.6,11.0,22.4,22.1,5.1
Cc1onc(-c2ccccc2)c1C(=O)OCC(=O)Nc1cccc(Cl)c1,-4.8,-1.2,-1.9,-3.5,22.7,30.4,19.3,5.6
C=C1c2cc(OC)ccc2NC(=O)N1CC,-12.1,-2.6,-0.3,10.2,-0.3,15.7,15.3,-23.8
CC1(C)C2CCC1(CS(=O)(=O)Nc1ccccc1)C(=O)C2 (stereo unspecified),5.9,2.9,-0.9,13.6,26.7,11.4,-3.1,-5.2
Cc1ccc(CNC(=O)C(C)C2Sc3ccccc3NC2=O)cc1 (stereo unspecified),3.0,-1.9,0.3,3.5,0.6,5.4,11.4,-3.2
O=C(Nc1cc(Cl)ccc1O)c1cc2n(n1)C(C(F)(F)F)CC(c1ccc3c(c1)OCO3)N2 (stereo unspecified),-4.9,-4.5,-2.9,26.6,-3.9,-3.0,8.2,21.3
O=C(CSc1n[nH]c(-c2ccccc2)n1)NCc1cccc(C(=O)O)c1,8.9,-1.5,-1.3,19.3,12.9,0.1,-12.9,2.3
CCOc1ccc(C2NC(=O)Cc3cc(OC)c(OC)cc32)cc1 (stereo unspecified),21.7,0.7,-2.5,2.0,7.6,7.5,21.5,-13.9
COc1ccccc1NC(=O)Cc1noc(CSc2nnc(N)s2)n1,5.8,-3.4,-3.5,27.4,-1.2,4.7,16.7,-12.8
Cn1c(=O)c2c(O)c(Cc3ccccc3)c(=O)n(C)c2n(C)c1=O,-1.5,-0.9,2.5,4.7,3.0,-3.5,-4.1,7.6
CNc1c([N+](=O)[O-])cnn1-c1ccc(C)cc1,12.8,-2.6,-0.2,-18.2,12.0,10.8,9.8,-1.0
Cc1ccnc(NC(=O)CNC(=O)c2ccc(Br)o2)c1,8.2,-1.2,0.5,26.7,-5.5,-7.3,-15.6,-15.2
CCCCCN=C(C)c1c(O)c2ccccc2oc1=O,-47.8,-0.3,5.5,-67.8,-9.0,41.0,15.6,-61.5
CCOc1ccc2nc(NC3=NC(c4ccc(OC)cc4)CC(=O)N3)nc(C)c2c1 (stereo unspecified),-29.4,132.7*,30.4,98.5*,10.8,6.5,-6.4,-1.8
CC(NC(=O)c1cc(-c2ccccc2)nc2ccccc12)C1CCCO1 (stereo unspecified),0.8,-1.5,0.0,-3.0,1.3,19.7,17.6,5.5
Cn1c(=O)c2ncn(CC(=O)Nc3cc(C(F)(F)F)ccc3N3CCOCC3)c2n(C)c1=O,11.9,0.7,1.4,-3.0,3.0,3.5,12.5,12.3
COc1ccc(CNC(=O)C/C(C)=N/NC(=O)COc2ccc(C)cc2Br)cc1,-0.3,8.3,-1.2,56.8*,14.4,9.2,-2.4,38.7
OC(CNC1Cc2ccccc2C1)c1ccccc1 (stereo unspecified),15.1,0.2,1.6,-14.4,5.6,1.6,-2.6,-8.5
Cc1ccc(-c2nnn(CC(=O)N(CC(=O)NC3CCCCC3)c3cccc(F)c3)n2)o1,14.8,-2.5,0.8,20.9,9.1,1.2,18.3,7.3
c1ccc2c(c1)CCN(C1=Nc3cccc4cccc1c34)C2,-4.7,-2.5,2.7,-33.4,17.6,32.6,32.1,-0.1
Cc1ccc(CNS(=O)(=O)c2ccc3c(c2)NC(=O)C(C)S3)cc1 (stereo unspecified),-9.9,-3.3,-1.7,13.8,7.9,22.7,34.1,10.8
C/C(=N\OCC(=O)O)c1ccc(Cl)cc1,-2.1,0.3,0.0,-3.7,8.5,-1.9,-4.5,3.3
O=C(N1CCCCCC1)N1CCN(S(=O)(=O)N2CCCCC2)CC1,15.3,-2.2,-0.7,9.3,12.1,20.1,9.6,-5.7
O=C(N/N=C1\CC2CC=CC12)c1ccccc1Cl (stereo unspecified),10.9,-1.7,-0.9,9.0,-1.0,16.8,-0.4,0.2
CN(CC(=O)NC1CCCCCC1)S(=O)(=O)c1ccc2c(c1)n(C)c(=O)c(=O)n2C,-3.9,-0.3,-1.8,0.6,6.6,1.2,-0.4,-2.3
COc1ccc(-n2cc(CNC3CCN(C)CC3)c(-c3cccc(F)c3)n2)cc1,13.3,0.4,3.4,66.4*,-37.9,-13.6,-31.8,-14.8
CCn1cc(C(=O)NC2CCCCC2)c(=O)c2ccc(C)nc21,-4.5,1.6,2.6,29.8,18.0,14.4,18.8,1.9
C=CCOc1cccc(C2C(C(=O)c3cc4ccccc4o3)=C(O)C(=O)N2c2cc(C)on2)c1 (stereo unspecified),-10.1,-0.6,0.7,19.6,-4.6,4.4,17.0,-11.5
CCOCCCNC(=O)C1CCN(C(=O)Nc2ccc(C)cc2)CC1,21.8,-1.4,-1.2,8.0,9.1,2.6,6.5,-0.3
CC(=O)C1=NN(c2ccccc2)C(c2cccs2)N1c1ccc(N(C)C)cc1 (stereo unspecified),68.7*,6.7,0.8,25.5,-1.7,17.3,18.5,41.1
CCOc1ccc(-n2c(C)c(C(=O)O)c3cc(OC)ccc32)cc1,3.2,3.0,-0.2,9.4,19.0,34.5,13.4,-1.8
Cc1c(CCOC(=O)C23CC4CC(CC(C4)C2)C3)sc[n+]1Cc1ccccc1,-19.8,-1.7,-0.2,6.7,1.2,4.7,3.0,-10.9
O=C1c2ccccc2C(Nc2ccc3c(c2)OCCO3)N1Cc1ccco1 (stereo unspecified),-16.5,-6.1,-7.0,44.4,9.4,32.9,34.9,4.5
O=C(NCc1ccccc1)C1CC2CCCC(C1)C2=O (stereo unspecified),9.6,-0.6,-2.0,4.2,6.3,19.2,5.0,5.8
Cc1c(NC(C)c2cc(Cl)ccc2O)c(=O)n(-c2ccccc2)n1C (stereo unspecified),27.5,-0.8,-2.3,11.7,2.1,13.9,-4.9,4.2
NS(=O)(=O)c1ccc(NC(=O)CSc2n[nH]c(=O)n2C2CC2)cc1,19.7,-2.1,-0.6,17.1,12.3,5.6,5.8,1.6
COc1ccc(-c2cc(C(=O)n3cnc4ccccc43)c3ccccc3n2)cc1,-37.1,-1.0,0.7,2.0,22.2,32.2,23.0,6.8
COc1ccc(C(C(=O)NC2CCCC2)N(CCO)C(=O)Cn2nnc(-c3ccc(C)o3)n2)cc1OC (stereo unspecified),5.6,7.3,0.4,16.5,11.7,5.7,-19.0,11.6
COc1cccc(N(C(=O)c2snc(C(N)=O)c2N)C(C(=O)NCC2CCCO2)c2ccc3ncccc3c2)c1 (stereo unspecified),17.6,0.6,2.8,3.6,5.8,2.2,-13.5,-4.9
CCOC(=O)CN(C(=O)CSc1nnc(COc2ccc(OC)cc2)n1C)c1ccccc1,-1.8,-1.5,1.0,-13.7,-17.5,21.0,24.9,3.6
N[C@@H](Cc1ccccc1)C(=O)N1CCC(C(=O)NCC(=O)Nc2ccc(F)cc2)CC1,-13.4,-1.1,-0.1,11.3,6.4,3.6,2.5,-2.8
CCCNC(=S)N1CCN(Cc2ccc3c(c2)OCO3)CC1,2.6,-2.4,-0.3,8.2,-10.0,17.4,-3.3,-13.8
COc1ccc(S(=O)(=O)N2CCN(c3ccccc3)CC2)cc1C(=O)N1CCCC1,-14.1,-7.2,-1.1,6.9,3.3,-5.5,-20.3,-7.8
CCCn1nnnc1NCc1ccc(OC)cc1OC,4.2,-2.5,0.2,-9.3,1.8,2.4,6.3,-13.2

Eight neighbouring entries out of the list so far:
Structure,697 NFkB inh,XBP1 UPR activ,UPR CHOP act,Mdm2 MdmX PPI,TIM10 inh,tim23-1 inh,tim10-1 inh,Jurkat NFkB inh
COc1ccc(-n2cc(CNC3CCN(C)CC3)c(-c3cccc(F)c3)n2)cc1,13.3,0.4,3.4,66.4*,-37.9,-13.6,-31.8,-14.8
CCn1cc(C(=O)NC2CCCCC2)c(=O)c2ccc(C)nc21,-4.5,1.6,2.6,29.8,18.0,14.4,18.8,1.9
C=CCOc1cccc(C2C(C(=O)c3cc4ccccc4o3)=C(O)C(=O)N2c2cc(C)on2)c1 (stereo unspecified),-10.1,-0.6,0.7,19.6,-4.6,4.4,17.0,-11.5
CCOCCCNC(=O)C1CCN(C(=O)Nc2ccc(C)cc2)CC1,21.8,-1.4,-1.2,8.0,9.1,2.6,6.5,-0.3
CC(=O)C1=NN(c2ccccc2)C(c2cccs2)N1c1ccc(N(C)C)cc1 (stereo unspecified),68.7*,6.7,0.8,25.5,-1.7,17.3,18.5,41.1
CCOc1ccc(-n2c(C)c(C(=O)O)c3cc(OC)ccc32)cc1,3.2,3.0,-0.2,9.4,19.0,34.5,13.4,-1.8
Cc1c(CCOC(=O)C23CC4CC(CC(C4)C2)C3)sc[n+]1Cc1ccccc1,-19.8,-1.7,-0.2,6.7,1.2,4.7,3.0,-10.9
O=C1c2ccccc2C(Nc2ccc3c(c2)OCCO3)N1Cc1ccco1 (stereo unspecified),-16.5,-6.1,-7.0,44.4,9.4,32.9,34.9,4.5

Assay outcomes as filed in PubChem.
